PfG6PD inh – PfG6PD (Plasmodium falciparum) enzyme inhibition. hit rate 0.78% among 350,000. PfGluPho enzyme, NADPH resazurin-diaphorase fluorescence. inhibition, % at 20 µM;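 active means inhibition reaching at least a set limit at 20 µM in the primary screen, cut at about 59% in these data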;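 further: 0% = DMSO wells with substrate and 100% = DMSO wells lacking glucose-6-phosphate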
SENP1 inh – blocks the human SENP1 SUMO protease catalytic domain; Q9P0U3; recombinant SENP1 catalytic domain, CyPet-SUMO1-YPet FRET cleavage; inhibition, % at 10 µM; hit rate 0.21% among 360,000; AID 624204;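 active means inhibition at least 30% at 10 µM, raw YFP signal under a set limit, fluorescence ratio 0.5 to 1.5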;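 further: 0% = enzyme with DMSO and 100% = no enzyme wells; some results filed as inactive read as strong as hits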
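Controls: no-enzyme wells low, DMSO-plus-enzyme wells high control. Test system: human recombinant His6-tagged SENP1 catalytic domain enzyme. Reagent: SFCypet-SUMO1-SFYpet FRET protein substrate, 25 nM final. Doses: one dose per compound, 10 µM, 0.5% DMSO. Detection: FRET, CFP and YFP emission. Timing: 50 min reaction at room temperature.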
SENP8 block-1 – inhibitors of human SENP8 protease. Q96LD8. recombinant SENP8, Nedd8 substrate fluorescence. inhibition, % at 20 µM. hit rate 0.64% among 360,000. AID 602440; in the data active means inhibition mostly above about 40%, no sharp cut-off; inactive means mostly below about 27%
HKDC1 inhibitor – blocks human hexokinase HKDC1 activity; Q2TB90; recombinant HKDC1, G6PDH/diaphorase resazurin coupled fluorescence; inhibition, % at 20 µM; hit rate 0.16% among 340,000;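 active means inhibition above about 35% when tested at 20 µM, limit read from the data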;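 further: plate controls were DMSO wells with enzyme for no effect and DMSO wells lacking enzyme for full effect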
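Assay system – recombinant HKDC1 (HK5) hexokinase enzyme, produced in-house · Input – HKDC1 at 5 µg/mL · Reagent – glucose plus 1 mM ATP as hexokinase substrates · Timing – 90 min reaction incubation at room temperature, dark · Measured by – G6PDH/diaphorase-coupled fluorescence, 1 mM NADP, 100 µM resazurin, 525/613 nm · Benchmarks – DMSO-enzyme wells negative, buffer-substituted wells positive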
SENP6 inh – inhibitors of human SENP6 protease; Q9GZR1; Recombinant SENP6 catalytic domain, aminoluciferin luminescence; inhibition, % at 10 µM; hit rate 1.8% among 330,000;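 active means inhibition above about 50% at the single tested dose, limit read from the data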;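 further: plate controls were DMSO wells with enzyme for no effect and DMSO wells lacking enzyme for full effect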
SENP7 block – inhibitors of human SENP7 protease; inhibition, % at 5 µM; AID 434973; hit rate 1.5% among 330,000; recombinant SENP7, Z-RLRGG-aminoluciferin luminescence, 40 min; Q9BQF6;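 active means inhibition above about 50% at the single test dose, limit read from the data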;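 further: plate controls were DMSO with enzyme for no effect and no enzyme buffer wells for full effect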
SENP8 block-2 – inhibitors of human SENP8 protease; Q96LD8; AID 2540; inhibition, % at 10 µM; hit rate 1.2% among 330,000; purified SENP8, Z-RLRGG-aminoluciferin cleavage, luminescence; in the data active means inhibition above about 50%
Apaf1 inhib – blocks human Apaf-1 apoptosome activity. O14727. reconstituted apoptosome caspase-3 activity, DEVD-Rh110 fluorescence. inhibition, % at 20 µM. hit rate 0.71% among 330,000. AID 489030; active means inhibition of at least 40% at 20 µM;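 further: plate controls were DMSO wells for no effect and DEVD-CHO caspase inhibitor wells for full effect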
Target sequence (O14727 whole entry, looked up): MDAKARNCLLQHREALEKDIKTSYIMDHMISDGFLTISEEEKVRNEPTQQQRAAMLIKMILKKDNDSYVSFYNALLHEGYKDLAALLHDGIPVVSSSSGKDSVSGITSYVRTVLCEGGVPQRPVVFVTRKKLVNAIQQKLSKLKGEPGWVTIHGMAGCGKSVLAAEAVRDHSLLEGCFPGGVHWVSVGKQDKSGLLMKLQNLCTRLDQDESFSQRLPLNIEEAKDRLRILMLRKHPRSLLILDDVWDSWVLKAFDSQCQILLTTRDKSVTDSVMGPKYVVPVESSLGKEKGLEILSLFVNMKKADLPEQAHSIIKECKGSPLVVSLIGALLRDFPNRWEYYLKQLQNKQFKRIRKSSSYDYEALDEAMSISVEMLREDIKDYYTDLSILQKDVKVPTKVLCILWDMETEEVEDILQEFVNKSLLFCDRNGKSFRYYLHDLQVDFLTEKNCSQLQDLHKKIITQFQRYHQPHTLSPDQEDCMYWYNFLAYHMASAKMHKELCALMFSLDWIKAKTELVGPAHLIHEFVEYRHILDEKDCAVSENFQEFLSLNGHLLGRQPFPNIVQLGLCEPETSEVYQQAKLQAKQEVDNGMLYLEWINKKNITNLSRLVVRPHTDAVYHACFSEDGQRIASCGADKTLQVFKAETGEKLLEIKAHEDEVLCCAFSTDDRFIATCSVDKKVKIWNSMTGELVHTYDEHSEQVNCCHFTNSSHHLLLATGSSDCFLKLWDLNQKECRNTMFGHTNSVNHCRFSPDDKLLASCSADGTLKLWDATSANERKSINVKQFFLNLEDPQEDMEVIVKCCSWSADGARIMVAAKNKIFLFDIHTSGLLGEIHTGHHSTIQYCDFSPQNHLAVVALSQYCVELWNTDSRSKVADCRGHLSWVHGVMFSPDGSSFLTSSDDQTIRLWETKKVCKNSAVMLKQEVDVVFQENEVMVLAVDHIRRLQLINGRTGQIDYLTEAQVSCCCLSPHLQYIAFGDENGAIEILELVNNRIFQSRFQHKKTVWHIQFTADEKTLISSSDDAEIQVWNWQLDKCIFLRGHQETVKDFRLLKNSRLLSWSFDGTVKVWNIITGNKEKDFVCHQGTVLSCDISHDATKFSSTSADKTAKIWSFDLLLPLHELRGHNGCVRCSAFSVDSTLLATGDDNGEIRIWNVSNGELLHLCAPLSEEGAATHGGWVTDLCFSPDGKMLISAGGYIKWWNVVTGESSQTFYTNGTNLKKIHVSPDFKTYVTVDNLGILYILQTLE
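Material: reconstituted apoptosome with Apaf-1, cytochrome c, caspase-9, procaspase-3, dATP / Buffer or medium: pH 7.5 Hepes buffer with CHAPS, BSA, DTT / Also added: cytochrome c with DEVD-Rh110 / Schedule: compound with Apaf-1, dATP, procaspase-3 30 min, then 50 min reaction, room temperature / Technique: rhodamine 110 fluorescence at Ex 480/Em 540 nm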
Active calls of the source: *; . = not tested or not shown.

SMILES	PfG6PD inh	SENP1 inh	SENP8 block-1	HKDC1 inhibitor	SENP6 inh	SENP7 block	SENP8 block-2	Apaf1 inhib
Nc1cc(=O)n(Cc2ccccc2)c(=O)n1-c1ccc(Cl)cc1	0	-1	14	2	-10	4	1	-10
CCn1c(=O)c(C(=O)NCCc2ccccc2)c(O)c2ccccc21	-18	-6	-25	-6	-6	-3	1	9
CCOC(=O)/C(C#N)=N\Nc1cc(Cl)ccc1OC	0	-7	26	0	-2	-4	-4	-9
CCN(CC)C(=O)c1ccc(-c2nnc(Nc3ccc(O)cc3)c3ccccc23)cc1	22	3	1	1	3	5	5	14
O=C(Nc1ccc(N2CCN(C(=O)c3ccco3)CC2)cc1)c1cccc(F)c1	13	0	11	0	2	-4	-4	4
COC(=O)c1sccc1NC(=O)c1cc(-c2cc(C)ccc2C)nc2ccccc12	10	-1	2	-4	-27	17	3	13
O=C(N/N=C/c1ccsc1)c1c[nH]c2ccccc12	9	1	-2	-4	2	0	-6	9
COc1ccc(N2CCC(CNC(=O)Nc3ccc(Cl)cc3)C2)cc1 (configuration not stated)	45	-8	-13	4	5	8	-6	6
CC1CC(C)CN(C(=O)C2CC(=O)N(c3ccc4c(c3)OCCO4)C2)C1 (configuration not stated)	15	1	12	9	-5	-6	-7	19
CCC(CC)C(=O)N=C1SC2CS(=O)(=O)CC2N1CCc1ccc(OC)c(OC)c1 (configuration not stated)	2	1	16	-1	6	9	1	-10
CC(CNCC1CCCO1)COc1cccc2ccccc12 (configuration not stated)	-1	2	18	1	1	-6	-3	3
C#CCNC(=O)C1=C[C@@H](c2ccc(C(F)(F)F)cc2)C[C@@H](OCc2ccc(CO)cc2)O1	2	-6	1	4	-15	3	-13	22
Cn1c(=O)c2c(nc(SCC(=O)N3CCOCC3)n2C)n(C)c1=O	-17	1	3	6	-30	-5	-8	4
O=C(NCCCN1CCCC1=O)c1cccc(NS(=O)(=O)c2ccc(Br)cc2)c1	-5	2	-2	-3	-7	5	-2	5
Cc1ccc(S(=O)(=O)N(CCCN(C)C)Cc2ccc3c(c2)OCO3)cc1	-4	0	28	-1	-21	-5	-6	9
COCCn1c(SCc2ccc(F)cc2)nc2c1c(=O)[nH]c(=O)n2C	36	2	25	-4	-16	13	-7	12
COC(=O)c1[nH]c2ccc(Br)cc2c1NC(=O)Oc1ccccc1	31	-4	-390	-3	18	-5	0	8
O=C(CNC(=O)c1ccco1)N/N=C/c1cccs1	2	1	10	2	-7	7	-1	-8
Cc1ccc2cc(CN(Cc3ccccc3)Cc3nnnn3C3CCCC3)c(=O)[nH]c2c1	-6	0	-33	11	-3	5	3	15
Cc1ccc(-c2cc(C(=O)NCc3cnn(C)c3C)c3cc(Br)ccc3n2)cc1	11	-2	-37	-2	0	10	7	13

A different layout for 3 compounds above.
> CCC(CC)C(=O)N=C1SC2CS(=O)(=O)CC2N1CCc1ccc(OC)c(OC)c1 (configuration not stated)
  PfG6PD inh: 2
  SENP1 inh: 1
  SENP8 block-1: 16
  HKDC1 inhibitor: -1
  SENP6 inh: 6
  SENP7 block: 9
  SENP8 block-2: 1
  Apaf1 inhib: -10

> CC(CNCC1CCCO1)COc1cccc2ccccc12 (configuration not stated)
  PfG6PD inh: -1
  SENP1 inh: 2
  SENP8 block-1: 18
  HKDC1 inhibitor: 1
  SENP6 inh: 1
  SENP7 block: -6
  SENP8 block-2: -3
  Apaf1 inhib: 3

> C#CCNC(=O)C1=C[C@@H](c2ccc(C(F)(F)F)cc2)C[C@@H](OCc2ccc(CO)cc2)O1
  PfG6PD inh: 2
  SENP1 inh: -6
  SENP8 block-1: 1
  HKDC1 inhibitor: 4
  SENP6 inh: -15
  SENP7 block: 3
  SENP8 block-2: -13
  Apaf1 inhib: 22

Carrying on.
SMILES	PfG6PD inh	SENP1 inh	SENP8 block-1	HKDC1 inhibitor	SENP6 inh	SENP7 block	SENP8 block-2	Apaf1 inhib
O=C(NCc1cccs1)C1CC(c2ccc(Cl)cc2)=NO1 (configuration not stated)	-4	1	12	-6	19	8	0	6
C/C(=N\NC(=O)Cn1c(-c2ccccn2)nc2ccccc21)c1ccccc1	-22	0	-45	11	-2	0	4	-3
O=C(/C=N/O)Nc1cccnc1	2	0	1	-7	-8	-1	-2	0
CCOc1ccccc1N(CC(=O)Nc1cccc2ccccc12)S(C)(=O)=O	33	2	9	-8	9	7	6	-20
COc1ccccc1NCCC(=O)OCC(=O)Nc1cccc(S(=O)(=O)N(C)C)c1	9	4	5	0	-17	-10	-10	0
Cc1ccc(S(=O)(=O)N(C)C)cc1NC(=O)CSc1nc2ccccc2[nH]1	19	2	-4	-1	-2	-5	5	-6
Cc1ccc(C(=O)N/N=C/c2cn(Cc3ccccc3)c3ccccc23)cn1	-7	-1	-130	-7	-17	-12	-16	2
CCS(=O)(=O)C1=NN2C(=N)/C(=C\c3ccc(OS(=O)(=O)c4ccccc4)c(OC)c3)C(=O)N=C2S1	.	.	.	.	0	-9	-4	16
Cn1c(=O)c(=O)n(C)c2cc(S(=O)(=O)N3CCCC3C(=O)NCc3ccco3)ccc21 (configuration not stated)	17	3	-23	-6	-9	-3	-10	-13
Nc1nc(N)c(Br)c(Nc2ccc(Cl)c(Cl)c2)n1	18	-8	7	9	.	.	.	.
COc1ccccc1N1CCN(C(=O)CCNC(=O)Cn2ccc3ccccc3c2=O)CC1	4	0	-6	-5	-34	2	-11	-2
CS(=O)(=O)N(Cc1ccccc1)c1ccc(C(=O)Nc2ccc3c(c2)OCO3)cc1	-5	3	5	-1	8	-1	-5	17
CCOc1ccc(N2C(=O)CC(N(C)Cc3ccccc3)C2=O)cc1 (configuration not stated)	4	2	13	-5	-36	-8	-9	10
CCC1CCCCN1C(=O)COc1ccc2c(c1)OCO2 (configuration not stated)	-10	1	10	-1	-3	3	9	3
Cc1cccc(NS(=O)(=O)c2nnc(NC(=O)c3cccc(C)c3)s2)c1	-30	-1	-42	0	-14	1	2	11
CCOC(=O)c1ccc(-c2ccc(C(=O)Nc3cccnc3)o2)cc1	28	-4	-143	3	5	2	-7	-1
COc1ccc(C2c3c(-c4cc(Cl)c(C)cc4O)n[nH]c3C(=O)N2Cc2cccnc2)cc1OC (configuration not stated)	-15	4	11	4	-26	-10	-18	21
Cn1cc(CNC(=O)C2CCC(=O)N(Cc3ccc(Cl)cc3)C2)cn1 (configuration not stated)	-13	1	11	1	-13	-17	-11	6
COc1ccc(S(=O)(=O)NCCOc2ccccc2)cc1C	5	1	8	-1	-26	-7	-2	2
CN(Cc1nc(-c2cccc(Cl)c2)no1)C1CCOCC1	0	3	11	13	-21	8	-3	-18
CCC(=O)Oc1ccc(C(=O)Nc2ccccc2C(=O)NCC(C)C)cc1	11	3	-35	-11	0	-1	-12	0
CCN1CCN(S(=O)(=O)c2ccc(F)c(C(=O)Nc3c(F)cc(F)cc3Br)c2)CC1	-2	2	20	-6	7	3	0	5
CC(C)(C)c1cc(-c2csc(Nc3ccccc3)[n+]2Cc2ccc(C(=O)O)cc2)cc(C(C)(C)C)c1O	-31	1	29	10	20	14	6	36
Cc1ccc(CNC(=O)CN2C(=O)COc3ccc(S(=O)(=O)N4CCCCC4)cc32)o1	1	-1	13	-5	-2	11	-15	-4
CCOC(=O)c1cc2cc(CC(=O)c3ccc(OCC)cc3O)ccc2o1	-13	0	8	-6	-4	-1	6	6
CCCCCCCCCCOC(=O)Cn1c(COc2ccccc2OC)[n+](C)c2ccccc21	10	1	13	-1	-26	-1	-6	71*
C/C(=N\Nc1nc(Nc2ccccc2)nc(N2CCOCC2)n1)c1cccs1	16	3	8	-4	-13	3	-1	-5
Cc1ccccc1NC(=O)c1ccc(N/N=C/c2ccccc2O)c([N+](=O)[O-])c1	-6	7	25	-6	-10	5	3	-2
Cc1nc(CSc2nsc(C)c2C#N)cs1	-3	-1	19	-9	-4	4	1	-18
O=C(Cc1n[nH]c(=O)c2ccccc12)OCC(=O)c1ccccc1Cl	2	2	3	-7	3	3	2	1
CC(C)C[C@H](NC(=O)OC(C)(C)C)C(=O)N1CCC(C(=O)N[C@@H](Cc2c[nH]c3ccccc23)C(=O)O)CC1	-1	2	6	-1	9	-1	2	-1
COc1cc(/C(C)=N/Nc2ccc(C(=O)O)cc2)cc(OC)c1OC	-9	0	-14	-3	15	17	1	10
CCCCC(=O)Nc1ccc(C(=O)NNC(=O)c2ccccc2Br)cc1	-20	1	8	-6	-11	-2	-8	-5
O=C(CCCN1C(=O)/C(=C/c2ccco2)SC1=S)Nc1ccccc1C(=O)O	-9	7	18	8	-9	4	9	0
Cc1nc2ccccc2nc1OCC(=O)Nc1cc(C(F)(F)F)ccc1N1CCOCC1	18	4	-46	-2	-5	8	-5	-3
CCN1CCN(C(=O)Cn2ncc3c2-c2ccccc2OC3)CC1	-8	1	27	-7	-2	8	-9	4
COc1ccc(S(=O)(=O)Oc2cccc(C(=S)N3CCOCC3)c2)cc1	2	2	11	-10	-23	-9	-8	-15
Cc1nc(C(C)NC(=O)CCc2nnc(-c3ccsc3)o2)cs1 (configuration not stated)	-16	-1	15	-5	-9	3	1	-9
CS(=O)(=O)N1CCC(C(=O)NCc2ccc(Cl)cc2Cl)CC1	1	2	0	-4	-18	-5	-1	-4
CC(C)N1CCC(N2CCN(Cc3ccc(-c4ccccc4Cl)o3)CC2CCO)CC1 (configuration not stated)	-12	-7	-12	-3	3	-9	-9	4

Complete entries, quoted from the list. Screens in order: PfG6PD inh, SENP1 inh, SENP8 block-1, HKDC1 inhibitor, SENP6 inh, SENP7 block, SENP8 block-2, Apaf1 inhib
COc1cc(/C(C)=N/Nc2ccc(C(=O)O)cc2)cc(OC)c1OC is listed with -9, 0, -14, -3, 15, 17, 1, 10
O=C(Cc1n[nH]c(=O)c2ccccc12)OCC(=O)c1ccccc1Cl is listed with 2, 2, 3, -7, 3, 3, 2, 1

Remaining list, next part.
SMILES	PfG6PD inh	SENP1 inh	SENP8 block-1	HKDC1 inhibitor	SENP6 inh	SENP7 block	SENP8 block-2	Apaf1 inhib
CCc1ccccc1NC(=O)CNC(=O)c1n[nH]c(=O)c2ccccc12	0	-2	8	-2	-5	1	-5	-7
S=C(NCc1ccco1)N1CCN(c2ccccn2)CC1	-4	3	0	-6	-13	-1	-6	-3
Cc1cccc(C)c1NC(=O)Cn1nc(C)n2cccc2c1=O	3	1	19	-6	0	-7	-1	4
CCOC(=O)c1ccccc1NC(=O)CSc1nnc(Cc2cccn2C)n1-c1ccc(C)cc1	2	-3	-1	19	-9	-7	-13	28

Compound activity deposited in PubChem BioAssay by Sanford-Burnham Center for Chemical Genomics.
